ERK EGF inh = inhibitors of EGF-stimulated ERK signaling pathway; HEK293-V1b, EGF-stimulated phospho-ERK AlphaScreen; Potency, µM (doses to about 11.5 µM), for inactives: top-dose activity change, negative = inhibition, most hits filed as inhibitors; 130,000 compounds, 0.41% hits; AID 1454; active = well fitted inhibition curve with a large enough effect; inconclusive = small, poorly fitted or top-dose-only effect, or effect the other way;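 also: plate controls were stimulated vehicle wells for no effect and unstimulated vehicle basal for full effect; nearly all actives have a fitted effect of over 55% in size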
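Readout: AlphaScreen signal for phosphorylated ERK in lysed HEK293 cells stably expressing V1b. Stimulus 25 nM EGF, 5 min, following 30 min compound exposure. Data scaled to DMSO basal and full EGF activation.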
An asterisk follows results filed as active; ? = inconclusive; [ ] = remark or other dose. Potency is read from the fitted curve at half-maximal effect.

SMILES	ERK EGF inh
Cc1ccn2c(Nc3ccccc3C)c(-c3ccccn3)nc2c1	-6%
COc1ccc(Cn2cnc3c(N)c(C)c(C)cc32)cc1	-11%
O=C(COC(=O)c1cc(S(=O)(=O)N2CCOCC2)ccc1O)Nc1cc(S(=O)(=O)N2CCCC2)ccc1Cl	-4%[57.5 µM]
CCOC(=O)c1ccc(N=c2scc(C)n2CC)cc1	-4%
O=C(NCc1ccccc1)C1=C[C@H](c2csc3ccccc23)C[C@H](OCCCCO)O1	-7%[57.5 µM]
Cc1cccc(NC(=O)N2CCN(Cc3ccc4c(c3)OCO4)CC2)c1C	-2%
CCc1ccc(NC(=S)NNC(=O)c2ccccc2OC(F)F)cc1	-4%
Cc1cc(Cl)ccc1NNC(=O)CCc1ccccc1	-6%[57.5 µM]
Clc1ccc(-n2cccc2CN2CCc3c([nH]c4ccccc34)C2c2ccccn2)nc1 (centres undefined)	-12%
Cc1cccc(NC(=O)CCNC(=O)c2ccco2)c1	33%
O=C(CN1CCCCC1)N1N=C(c2cccs2)CC1c1cccs1 (centres undefined)	-14%
COC(=O)Nc1ccc(S(=O)(=O)N2CCCC(C(=O)NC3CCS(=O)(=O)C3)C2)cc1 (centres undefined)	-6%

Brought forward from above: two compounds, followed by the next part.
SMILES	ERK EGF inh
O=C(CN1CCCCC1)N1N=C(c2cccs2)CC1c1cccs1 (centres undefined)	-14%
COC(=O)Nc1ccc(S(=O)(=O)N2CCCC(C(=O)NC3CCS(=O)(=O)C3)C2)cc1 (centres undefined)	-6%
COc1ccc(NC(=O)C2CCN(S(=O)(=O)c3cccc4cccnc34)CC2)cc1OC	-2%
CC1=C(/C=C/C(C)=N\NC(=O)c2ccncc2)C(C)(C)CCC1	-9%
Cc1ccc(CNC(=O)CSCc2ccccc2F)cc1	0%
O=C(CN1CCN(C(=O)C2COc3ccccc3O2)CC1)Nc1ccc(F)cc1 (centres undefined)	-3%[57.5 µM]
O=S(=O)(c1ccc(N2CCN(S(=O)(=O)c3ccccc3)CC2)nc1)N1CCCC1	-14%
O=CN1CCN(C(C(=O)NC2CCCC2)c2cc3c(cc2[N+](=O)[O-])OCO3)CC1 (centres undefined)	-7%
S=C1N[C@H]2CCCC[C@@H]2N1	1%[57.5 µM]
Cc1cc(C)n(-c2nnc(N3CCN(c4ccccc4)CC3)nn2)n1	-2%
Cc1nn(-c2ncc(C(F)(F)F)cc2Cl)c(=O)n1-c1cccc(F)c1	6%
COc1ccc(O[C@H]2C=C[C@@H](c3ccccc3)O[C@@H]2COC(=O)CC/C(C)=N/OC[C@@H](O)COCc2ccco2)cc1	-18%
CCc1ccc(N(C(=O)c2csnn2)C(C(=O)NC(C)(C)CC)c2cccnc2)cc1 (centres undefined)	-4%
COc1cc(C(=O)NCc2nnc(SCC(=O)Nc3cc(C)on3)o2)cc(OC)c1OC	-5%
O=S(=O)(c1ccc(N2CCOCC2)nc1)N(Cc1ccccn1)Cc1ccccn1	12%[57.5 µM]
Cc1cc(-c2onc(C)c2C(=O)Nc2ccc(C(F)(F)F)cc2)no1	0%[57.5 µM]
COc1ccc(-c2cc(-c3nnc(COC(=O)c4ccc(O)cc4)o3)c3ccccc3n2)cc1OC	-4%
O=C(CSc1ncn[nH]1)CSc1ncn[nH]1	6%
O=C(Cc1ccc(Br)cc1)NC1CCSC1=O (centres undefined)	4%
Cc1ccc(C(=O)N[C@H](C(=O)OCC(=O)Nc2cccc(S(N)(=O)=O)c2)C(C)C)cc1	-11%[57.5 µM]
Cc1nnc(SCC(=O)NCc2ccc(F)cc2)[nH]c1=O	1%
CC(Oc1ccccc1F)C(=O)NNC(=O)c1cc2ccccc2o1 (centres undefined)	6%[57.5 µM]
CCN(CC)C(=O)C(=O)Nc1ccc(F)c(Cl)c1	7%
COC(=O)C1=C(CSc2nc3ccccc3s2)NC(=O)NC1c1ccc(F)cc1 (centres undefined)	15%
CCN/C=C(\C#N)S(=O)(=O)c1ccc(Br)cc1	4%[57.5 µM]
O=S(=O)(c1ccccc1)N1CCC2(CC1)CN(Cc1nccs1)C2	4%
CC(=O)Nc1ccccc1NS(=O)(=O)c1cccc([N+](=O)[O-])c1	-1%
O=c1cc(-c2ccccc2)c2cc3c(cc2[nH]1)OCCO3	-5%
CC(NC(=O)C(=O)N/N=C/c1ccccc1)c1ccccc1 (centres undefined)	1%
c1ccc(N2CC3CCc4ccccc4C3=N2)cc1 (centres undefined)	?
Cc1oc2ccc(O)c(CN3CCOCC3)c2c1C(C)O (centres undefined)	0%
Cc1ccc(NC(=O)c2cncc(Br)c2)c([N+](=O)[O-])c1	-6%
CCOC(=O)N1CCN(C(=O)c2ccc(S(=O)(=O)NCc3ccco3)cc2)CC1	1%
Cc1ccc2nc3c(c(C(=O)OCC(=O)NC4CCS(=O)(=O)C4)c2c1)CCCC3 (centres undefined)	-9%
CCOC(=O)[C@@]12C[C@@H]1/C(=N/O)c1ccccc1O2	-3%
CC(C)[C@H](NC(=O)c1ccc(Cl)c([N+](=O)[O-])c1)C(=O)O	-11%[57.5 µM]
NS(=O)(=O)c1cccc(NC(=O)COC(=O)CCSc2ccccc2)c1	-6%
CC(C(=O)Nc1ccccc1C(=O)N1CCOCC1)N(c1ccc(Cl)cc1)S(C)(=O)=O (centres undefined)	-3%
CCN(C(=O)CN1CCN(S(=O)(=O)c2ccccc2C(F)(F)F)CC1)c1c(N)n(Cc2ccccc2)c(=O)[nH]c1=O	5%
CCC1(c2ccccc2)NC(=S)N(c2cccc(C)c2C)N1 (centres undefined)	-1%
COc1cc2cc[n+]3cc4c(OC)c(OC)ccc4cc3c2cc1OC	3%
Cc1ccc(C)c(OCC(=O)O/N=C(\N)c2cccc([N+](=O)[O-])c2)c1	-3%[57.5 µM]
Cn1cc([N+](=O)[O-])c(C(=O)Nc2nccs2)n1	0%
COC(=O)C1=C(C)C(c2cccs2)NC(=O)N1C (centres undefined)	6%
COC(=O)N/N=C/c1cn(Cc2ccc(F)cc2)c2ccccc12	11%[57.5 µM]
C=CCn1c(SCC(=O)c2[nH]c(C)c(C(=O)OCC)c2C)nc2scc(-c3ccc(OC)cc3)c2c1=O	4%
COc1ccc(Nc2cc(C)c3ccc(O)cc3n2)cc1	5%[57.5 µM]
O=C(NC(=S)Nc1ccc(Cl)cc1)c1ccccc1	-3%[57.5 µM]
COC(=O)c1nn(-c2nc(-c3ccc(OC)c(OC)c3)cc(C(F)(F)F)n2)cc1[N+](=O)[O-]	2%
CCOC(=O)C(=CNc1cccnc1Oc1ccc(C)c2c1CCC2)C(=O)OCC	6%[57.5 µM]
COc1ccc(-c2nn(C)c(=O)c3ccccc23)cc1CNC(=O)c1ccco1	-2%
CC(=O)n1cc(N(C(=O)CCl)c2ccccc2)c2ccccc21	1%[57.5 µM]
Cc1ccc(CNC(=O)C2CC3Cn4c(nc5cc(Cl)c(Cl)cc54)C3N2C)o1 (centres undefined)	-5%[57.5 µM]
CN1C(=O)N(C)C2(c3ccccc3)NNC(N)=NC12c1ccccc1 (centres undefined)	-6%[57.5 µM]
CC(=O)c1cccc(NC(=O)N2CCCC2C(=O)Nc2ccc3c(c2)OCO3)c1 (centres undefined)	0%
COc1ccc2cc(C3CC(c4ccco4)=NN3S(C)(=O)=O)c(Cl)nc2c1 (centres undefined)	2%[57.5 µM]
CCOC(=O)CC(NC(=O)Cc1ccc(F)cc1)c1ccccc1Cl (centres undefined)	-1%
O=C(O)c1ccc2c(c1)CCCN2	2%[57.5 µM]
Cc1ccc(NC(=S)Nc2cccc3cnccc23)cc1C	36%
CCOC(=O)Cn1cc(/C=N/NC(=O)CC#N)c2ccccc21	-4%[57.5 µM]
CCc1nnc(NC(=O)c2ccc(S(=O)(=O)N3CCc4ccccc4C3)cc2)s1	3%
Cc1sc2nc(CN3CCOCC3)[nH]c(=O)c2c1-c1ccccc1	2%

Further results:
SMILES	ERK EGF inh
Cc1ccc(C(=O)N/N=C/c2ccc(N3CCOCC3)cc2)c(C)c1	-1%
O=C(Nc1cccc([N+](=O)[O-])c1)c1ccc2c(c1)OCCO2	1%
Nc1cc(=O)[nH]c(SCCOc2ccccc2)n1	-22%
CCOc1cccc(-c2cc(C(=O)N/N=C/c3ccc(OC)c(CN4CCOCC4)c3)c3ccccc3n2)c1	-17%
CC(C)(C)NC(=O)C(c1cccs1)N(Cc1cccs1)C(=O)c1csnn1 (centres undefined)	0%
COc1ccc([N+](=O)[O-])cc1NC(=O)C(C)N(C)Cc1ccc(Br)cc1 (centres undefined)	-5%
C[N+](C)(C)CCC(=O)c1cccc2ccccc12	?
Cc1nc(-c2ccc(S(=O)(=O)N3CCN(CCc4ccccc4)CC3)s2)cs1	-8%[57.5 µM]
O=C(CCc1nc(-c2cccs2)no1)Nc1cnc2ccccc2c1	8%
COc1ccc(N2CC(C(=O)Nc3cccc(C)n3)CC2=O)cc1 (centres undefined)	21%
COc1ccc(F)c(CN2CCC(CO)(Cc3cccc(C(F)(F)F)c3)CC2)c1	3%
CCn1c(SCC(=O)N/N=C/c2c[nH]c3ccccc23)nnc1-c1ccc(Cl)cc1	7%
N#C/C(=C/c1ccncc1)c1nc2ccccc2c(=O)[nH]1	7%[57.5 µM]
O=C1c2ccccc2-c2n[nH]c(=O)c3ccc(N4CCCCC4)c1c23	?
CCOc1ccc(CN(C)CC(=O)Nc2cccc(C)c2)cc1OC	-2%
Cc1ccccc1SCC(=O)N1CCN(c2ccc(C(F)(F)F)cn2)CC1	0%
COc1cc(-c2cc(=O)c3c(O)c(OC)c(OC)c(OC)c3o2)cc(OC)c1OC	33%
CCCCNc1nnc(CCn2nc(C)c(Br)c2C)s1	8%
Cc1c(NC2=NC3(CCCCC3)Cc3ccccc32)c(=O)n(C)n1-c1ccccc1	7%
O=C(NCc1ccncc1)Nc1ccccc1F	-7%
CC1(C)CC(c2nc(-c3ccc(Br)cc3)cs2)CCS1 (centres undefined)	-3%
COc1cc2c(cc1O)C(Cc1ccc(O)cc1)N(C)CC2 (centres undefined)	33%
CN(O)C(=O)Nc1ccc([N+](=O)[O-])cc1	-16%
CSc1nc(C)c(Cc2c(F)cccc2Cl)c(=O)[nH]1	11%[57.5 µM]
CC(C)(C)NC(=O)CN(Cc1ccc2c(c1)OCO2)C(=O)CNC(=O)c1cccs1	-6%
COc1ccc(NC(=O)CSc2nc3ccsc3c(=O)n2Cc2ccccn2)c(OC)c1	-10%
NNC(=S)NCCc1ccccc1	-11%
CC(C(=O)NCCCN1CCOCC1)n1cccc1C(=O)c1ccccc1 (centres undefined)	-6%
Oc1ccc2ccccc2c1CN1CCCC1	-5%
Cc1cc(C)c2c(=O)[nH]c(SCc3ccc([N+](=O)[O-])cc3)nc2n1	-2%
COc1ccc(NC(=O)CC2C(=O)N(C)C(=S)N2CCc2ccccc2F)cc1 (centres undefined)	?
CCOc1ccc(Nc2nc(Cl)nc(NCCO)n2)cc1	2%
NCCC(=O)N[C@H](Cc1cnc[nH]1)C(=O)O	16%
Cc1ccc2c(CC(=O)NCc3cccs3)coc2c1	4%
CNC(=S)N(Cc1ccc(OC)cc1)Cc1cc2cc(C)ccc2[nH]c1=O	-5%
Cc1c(NC(=O)c2cn3ccccc3n2)cccc1-n1cnnn1	13%[57.5 µM]

16 structures already listed, ordered by length of the SMILES, highest first.
SMILES	ERK EGF inh
CC(C)(C)NC(=O)CN(Cc1ccc2c(c1)OCO2)C(=O)CNC(=O)c1cccs1	-6%
COc1cc(-c2cc(=O)c3c(O)c(OC)c(OC)c(OC)c3o2)cc(OC)c1OC	33%
Cc1cc(C)c2c(=O)[nH]c(SCc3ccc([N+](=O)[O-])cc3)nc2n1	-2%
COc1ccc(NC(=O)CSc2nc3ccsc3c(=O)n2Cc2ccccn2)c(OC)c1	-10%
COc1ccc(NC(=O)CC2C(=O)N(C)C(=S)N2CCc2ccccc2F)cc1 (centres undefined)	?
CNC(=S)N(Cc1ccc(OC)cc1)Cc1cc2cc(C)ccc2[nH]c1=O	-5%
Cc1ccccc1SCC(=O)N1CCN(c2ccc(C(F)(F)F)cn2)CC1	0%
CC(C(=O)NCCCN1CCOCC1)n1cccc1C(=O)c1ccccc1 (centres undefined)	-6%
Cc1c(NC(=O)c2cn3ccccc3n2)cccc1-n1cnnn1	13%[57.5 µM]
COc1cc2c(cc1O)C(Cc1ccc(O)cc1)N(C)CC2 (centres undefined)	33%
NCCC(=O)N[C@H](Cc1cnc[nH]1)C(=O)O	16%
CCOc1ccc(Nc2nc(Cl)nc(NCCO)n2)cc1	2%
CCCCNc1nnc(CCn2nc(C)c(Br)c2C)s1	8%
O=C(NCc1ccncc1)Nc1ccccc1F	-7%
Oc1ccc2ccccc2c1CN1CCCC1	-5%
NNC(=S)NCCc1ccccc1	-11%

The list goes on:
SMILES	ERK EGF inh
O=[N+]([O-])c1ccc(-c2c(O)c3ccccc3c3nc4ccccc4nc23)cc1	-5%
O=C(N/N=C/c1ccccn1)C(=O)N1CCCCCC1	-12%[57.5 µM]
O=C(/C=C/c1ccccc1)Nc1cccc(S(=O)(=O)Nc2ccccc2F)c1	?
COC(=O)CSc1nc(C)c2ccc(OC)cc2n1	4%
CC(=O)c1ccc(OC(=O)CCN2c3ccccc3Sc3ccccc32)cc1	0%
COc1ccccc1Nc1nc(NCCC(C)C)nc(N)c1[N+](=O)[O-]	-2%[57.5 µM]
COc1ccc(Nc2nnc(SC(C(=O)Nc3cc(C)ccc3C)c3ccccc3)s2)cc1 (centres undefined)	-1%
C/C(=N\NC(=O)COc1ccccc1F)c1cc2ccccc2o1	5%
C=CCN1c2ccccc2[C@]23C[C@@H](C(=O)OC)N(C(=O)NCCC)C2=NC(C(=O)OC)=C(C(=O)OC)[C@H]13	-2%[57.5 µM]
CC(=O)c1ccc(N=Nc2ccc(C)cc2)cc1	?
c1ccc(CNc2ncnc3sc4c(c23)CCCC4)nc1	-2%
CCOc1ccc(NC(=O)Nc2cccc(C(=O)O)c2)cc1	-1%
O=C(NCCc1ccccc1)C(=O)Nc1nccs1	7%

The list is partial; count on the stated rates, not on these rows.
